GalR3 antagonist – human GalR3 antagonism | O60755 | HEK293 GalR3-CNG cAMP membrane potential fluorescence; galR3 body fused to GalR1 C-terminus | inhibition, % at 3 µM | 360,000 compounds, 0.44% hits;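 active = inhibition above the screen-wide average plus 3 SD, cut at about 13% in these data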;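 note: forskolin and galanin both at EC90 stimulate the cells; cAMP rise reported by CNG channel membrane potential dye signal; 0% = forskolin plus galanin with DMSO and 100% = forskolin alone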
Target sequence (O60755 1-299 limits assumed): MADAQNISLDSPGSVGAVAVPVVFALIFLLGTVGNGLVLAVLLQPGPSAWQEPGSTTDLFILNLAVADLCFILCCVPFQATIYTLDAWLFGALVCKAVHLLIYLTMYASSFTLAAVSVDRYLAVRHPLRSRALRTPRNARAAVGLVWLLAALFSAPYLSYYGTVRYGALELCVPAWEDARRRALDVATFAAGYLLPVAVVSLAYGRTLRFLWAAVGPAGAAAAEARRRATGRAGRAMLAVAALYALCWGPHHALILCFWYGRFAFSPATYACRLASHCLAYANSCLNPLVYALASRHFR
MEKK2wt PB1 HTS – raises or lowers MEK5 binding to wildtype human MEKK2 PB1 domain. Q9Y2U5. bead flow cytometry, Alexa488-MEK5 binding to MEKK2 WT; actives lie on both sides. binding response (% of control), % at 10 µM. 290,000 compounds, 1.1% hits; in the data active = binding response below about 67% or above about 130%
CRFBP-R2 block – CRF-BP/CRF-R2 complex antagonism; HEK293 CRF-R2/CRF-BP, CRF-induced calcium fluorescence; 350,000 compounds, 0.59% hits; AID 588475; inhibition, % at 11.8 µM;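 active = inhibition of the ligand-induced calcium signal above about 50% at the single tested concentration, limit read from the data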
MEKK3 PB1 HTS – modulators (inhibitors or enhancers) of MEK5 binding to human MEKK3 PB1 domain. bead-based flow cytometry, Alexa488-MEK5 binding to MEKK3; actives lie on both sides; 0 = blocked by unlabeled MEK5, 100 = vehicle. binding response (% of control), % at 10 µM. 290,000 compounds, 1.4% hits. AID 1529;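 active = binding response more than 3 SD above or below the average of its plate-row segment, actives on both sides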;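 note: Alexa488 bead fluorescence after subtracting the streptavidin-only scavenger bead signal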
MEKK2 mut-MEK5 – signal of MEK5 binding to mutant human MEKK2 PB1 domain; bead flow cytometry, Alexa488-MEK5 binding to MEKK2 mutant; percent response, % at 10 µM; 290,000 compounds, 0.35% hits; AID 1530; in the data active = percent response above about 24%, passing the limit was not always enough; note: inactives centre near 1; some results filed as inactive read as strong as hits
DNA FID counter – counter-screen for HCV NS3 helicase inhibitors: DNA intercalator displacement. DNA fluorescent intercalator displacement, fluorescence. inhibition, % at 7.9 µM. 290,000 compounds, 0.17% hits. AID 1845; in the data active = inhibition above about 37%;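 note: 0% = vehicle and 100% = reference compound; higher means more ethidium bromide displaced from hairpin DNA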
HCV NS3 hel inh – blocks Hepatitis C virus NS3 helicase unwinding. NS3 helicase DNA unwinding, Cy5 molecular beacon fluorescence. inhibition, % at 10.9 µM. 290,000 compounds, 0.56% hits;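 active = inhibition above the mean of all tested compounds plus 3 SD, set per campaign, cut at about 35% in these data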;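 note: 0% = DMSO wells and 100% = thioflavine S control wells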
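System: NS3 helicase fragment of HCV / Schedule: 1 h at 25 °C / Control set: DMSO alone as 0% and 110 µM thioflavine S as 100% / Reagent: Cy5/quencher beacon DNA duplex and ATP to start / Technique: Cy5 fluorescence / Replication: singlicate / Evaluation: % inhibition of end-to-start signal ratio versus controls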
CRFBP-R2 agonist – CRF-BP/CRF-R2 complex agonism | HEK293 CRF-R2/CRF-BP, calcium dye fluorescence (FLIPR); percent of saturating CRF peptide response | activation, % at 13.2 µM | 350,000 compounds, 0.46% hits | AID 588473;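 active = activation of at least 50%, plus an integration ratio under a set limit after plate pattern correction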;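 note: plate controls were neutral control wells without compound for no effect and CRF at EC100 for full effect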
UBC9 SUMO inh – SUMOylation inhibition | P63279 | HTRF SUMOylation assay, SAE1/SAE2 + UBC9, in vitro | inhibition, % at 35 µM | 290,000 compounds, 0.36% hits; in the data active = inhibition above about 50%, passing the limit was not always enough; note: strong numbers were not always called active
Target sequence (P63279 whole entry, looked up): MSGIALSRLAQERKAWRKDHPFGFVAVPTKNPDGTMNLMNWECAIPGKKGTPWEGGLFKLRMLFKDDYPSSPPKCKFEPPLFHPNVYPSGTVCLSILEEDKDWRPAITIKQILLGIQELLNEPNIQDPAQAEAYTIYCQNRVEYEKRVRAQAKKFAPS
* hit, by the source's call; . = not tested or not shown; [ ] = another dose, or the depositor's remark. The list is partial, so the mix of outcomes need not match the whole.

No.	mol	GalR3 antagonist	MEKK2wt PB1 HTS	CRFBP-R2 block	MEKK3 PB1 HTS	MEKK2 mut-MEK5	DNA FID counter	HCV NS3 hel inh	CRFBP-R2 agonist	UBC9 SUMO inh
1	CCOc1ccc2nc(SCc3ccc(CC(=O)O)cc3)c(C#N)cc2c1	-1	106	12	110	6	-26	24	0.2	33
2	Cc1ccc(C)c(C(=O)NCCN(C)C)c1	2	100	-19	99	0	-8	5	0.5	5
3	COc1ccc(C2=NS(=O)(=O)N(C)C(C(=O)NCc3ccc(F)cc3)=C2)cc1OC	6	95	14	96	-1	-13	-4	-1.1	15
4	CC1OC2(OC1C)C(=O)Nc1ccccc12 (centres undefined)	-3	105	5	102	4	2	-1	-1.1	1
5	CC(C)(C)NC(=O)c1cnn2c1NC(c1ccc(F)cc1)CC2C(F)(F)F (centres undefined)	-2	100	-9	98	15	-6	-3	1.0	-40
6	COC(=O)c1cc2c([nH]c3ccccc32)c(C)n1	.	98	.	100	1	-1	5	.	36
7	Cc1ccc(NC2CCCN(C(=O)c3ccc(-n4ccnc4)cc3)C2)cc1C (centres undefined)	1	105	-2	103	5	-31	1	0.8	3
8	O=[N+]([O-])c1cccc(/C=N/NC2=NCCCCC2)c1	-4	97	52*	96	0	8	-1	-1.7	9
9	COc1ccc(C(=O)NCc2ccc(-n3cccc3)cc2)cc1OC	-2	97	8	98	0	-19	15	-0.9	-2
10	COc1ccc(N2CCN(S(=O)(=O)CCNC(=O)COc3cccc(OC)c3)CC2)cc1	1	101	-3	104	5	-59	-2	4.0	0
11	CC(C)(C)c1csc(NC(=O)c2ccc(Cl)s2)n1	-6	109	3	105	7	-3	-15	3.5	7
12	Cc1ncoc1C(=O)Nc1cccc(Cl)c1	.	88	-6	81	-9	0	-1	-0.4	28
13	COc1ccc(C2CC(=O)N(CC(=O)NCC3CCCO3)c3ccccc3S2)cc1OC (centres undefined)	-2	88	-2	102	-12	-35	-6	-0.6	16
14	CCc1nnc(NC(=O)c2ccc(N(C)S(=O)(=O)c3ccccc3)cc2)s1	-7	103	-29	102	1	-3	3	0.1	-11
15	COc1cccc(N2CCN(C(=O)CCc3nnc4ccc(N5CCCC5)nn34)CC2)c1	-2	105	0	102	7	-40	-5	0.4	10
16	CC(C)Cn1c(SCC(=O)NCc2ccco2)nnc1-c1ccncc1	-8	103	12	101	5	-8	7	0.1	7
17	CCOC(=O)C1=C(C)NC(=S)N(C=O)C1c1ccccc1 (centres undefined)	-7	96	1	103	-6	-6	2	-1.2	0
18	COc1ccc(CC2(CO)CCN(Cc3cccc(OC)c3OC)CC2)cc1	26*	104	-7	102	-2	9	2	2.4	12
19	CC(Sc1nnnn1-c1ccc(Cl)cc1)C(=O)NCC(=O)Nc1ccc(F)c(F)c1F (centres undefined)	-3	103	7	96	-2	-8	11	-0.8	12
20	Cc1ccccc1S(=O)(=O)Nc1ncnc2scc(-c3ccccc3)c12	-6	99	25	97	-2	-29	19	1.8	-3
21	CCC1CCCCN1CC(=O)c1c(C)[nH]c2ccccc12 (centres undefined)	-2	106	48	108	4	1	5	107*	3
22	COc1ccc(OC)c(C(=O)NC(CC(N)=O)c2ccc(NCC3CC3)c([N+](=O)[O-])c2)c1 (centres undefined)	-11	96	4	101	1	-16	0	0.3	8
23	COCCCN1C(=O)C(=O)/C(=C(/O)c2ccc3c(c2)OCCO3)C1c1ccc(C(=O)OC)cc1 (centres undefined)	-4	102	1	96	-1	-17	2	-0.2	23
24	Cc1[nH]c2ccccc2c1SCCNC(=O)c1ccc(S(=O)(=O)N2CCCC2)cc1	.	94	114*	101	1	-17	-12	-4.0	-13
25	CC(NC(=O)C(=S)N1CCN(C)CC1)c1ccccc1 (centres undefined)	0	100	-6	101	-1	1	3	1.6	-20
26	O=C1c2ccccc2C(=O)c2c(Nc3ccc(CCO)cc3)ccc(O)c21	-8	93	1	103	-2	5	0	0.0	-6
27	Cc1cnc(C(=O)OCC(=O)Nc2cccc(S(=O)(=O)N3CCCCC3)c2)cn1	-8	114	12	98	17	-8	-6	-0.9	1
28	Cc1ccc(S(=O)(=O)N2CCCC2C(=O)Oc2ccccc2)cc1 (centres undefined)	-6	100	-3	103	2	-17	-3	0.2	10
29	Cc1ccc(CN2CCNC(=O)C2CC(=O)NCCCn2cccn2)o1 (centres undefined)	0	90	-17	103	-8	-1	12	4.7	17
30	CC(=O)C1=C(C)NC(SCC(N)=O)=C(C#N)C1c1sccc1C (centres undefined)	-7	84	-7	76*[inhibitor]	-12	-8	8	2.8	22
31	NC(=O)C1CCN(CC(=O)N2N=CCC2c2ccccc2)CC1 (centres undefined)	-3	89	6	98	-10	-1	14	-1.1	8
32	COc1cccc(N2C(=O)CN(Cc3ccc(OC)c(OC)c3)C2=S)c1	-1	89	-13	92	-4	-22	-4	-0.8	-1
33	O=C(Nc1cc(S(=O)(=O)N2CCOCC2)ccc1N1CCCC1)c1cccnc1Cl	-5	101	-2	103	8	-8	1	-1.0	11
34	Cc1ccc(S(=O)(=O)N2CCc3c2cc([N+](=O)[O-])cc3[N+](=O)[O-])cc1	-10	106	6	109	6	8	19	-2.0	11
35	COc1ccc(NS(=O)(=O)c2cn(C)cn2)cc1	-5	105	0	103	-4	-2	5	-0.8	0
36	Cn1c2c(c(=O)c3ccccc31)CCCC2	-6	104	17	102	8	-4	7	-3.9	5
37	COc1ccccc1CNC(=O)C1CCN(S(=O)(=O)c2ccc(-n3cnnn3)cc2)CC1	-9	97	0	98	7	-19	4	-0.4	9
38	Cc1ccc(NC(=O)c2cc(=O)c3ccccc3o2)cc1	-4	99	-21	101	2	-4	8	2.9	20
39	COC(=O)c1ccccc1NC(=S)N(Cc1ccc2c(c1)OCO2)Cc1cc2cc(C)ccc2[nH]c1=O	-3	94	-55	98	-3	-2	16	2.4	-38
40	CCCC(C)C(=O)Nc1nnc(C)s1 (centres undefined)	-2	94	-38	100	2	3	13	0.5	16
41	Cc1cc(OCC(=O)Nc2ccc3oc(-c4ccncc4)nc3c2)ccc1Cl	-6	93	-15	94	-4	0	6	-0.7	1
42	Cc1nnc(SCc2ccc(Cl)c(Cl)c2)s1	-3	105	3	104	7	-7	-2	3.0	2
43	CCOC(=O)Cc1csc(-n2sc3ccccc3c2=O)n1	-6	106	-17	110	5	-15	18	1.9	9
44	COc1cc(CN2CCN(c3ncccn3)CC2)cc(OC)c1	-6	99	5	97	1	-7	11	-0.3	5
45	CC/C(=C\c1oc2cc3ccccc3cc2[n+]1CC)Nc1ccccc1	-8	389*	8	135*	464*	-3	-4	0.5	14
46	Cc1ccccc1-n1ncc(C(C)NS(=O)(=O)c2ccccc2Cl)c1C (centres undefined)	-4	106	-4	106	7	-29	-3	0.2	-2
47	O=C(CCCc1nc(-c2ccccc2)no1)Nc1cccnc1	1	108	7	102	4	0	3	-1.7	-2
48	CSC1=NCCN1C(=O)C12CC3CC(CC(C3)C1)C2	1	96	-8	101	-3	-4	-1	-0.6	18
49	O=C1CC(=C2c3ccccc3-c3ccccc32)C(=O)N1CCN1CCN(c2cccc(Cl)c2)CC1	-1	94	-32	97	3	4	-2	-1.3	.
50	CC1(C)Oc2ccc3ccc(=O)oc3c2/C(=C/NNC(N)=S)C1=O	-7	97	12	100	-10	-13	51*	-0.1	20

(further entries)
No.	mol	GalR3 antagonist	MEKK2wt PB1 HTS	CRFBP-R2 block	MEKK3 PB1 HTS	MEKK2 mut-MEK5	DNA FID counter	HCV NS3 hel inh	CRFBP-R2 agonist	UBC9 SUMO inh
51	Cc1cc(C)n2nc(SC3CCCCN(C(=O)c4ccc(F)cc4)C3=O)nc2n1 (centres undefined)	-7	104	50	112	7	-21	10	-1.7	2
52	CC1=CC(C)(C)N(C(=O)CCl)c2cc(C)ccc21	-5	92	-16	96	0	34	-3	0.3	8
53	Cc1ccc(Nc2c(-c3ccccc3O)nc3cnccn23)cc1	-3	97	-12	110	-3	-18	-10	0.3	3
54	O=C(Nc1ccc2c(c1)OCO2)c1cnc2n(c1=O)CCS2	2	99	-3	105	8	15	1	-1.2	26
55	COc1cccc(OCCOc2c(OC)cccc2OC)c1	-1	105	14	103	6	-17	-7	2.0	10
56	Fc1cc(Cl)ccc1NC1=NCCCCC1	-9	106	4	105	0	-4	5	-0.7	6
57	O=C(NCCc1ccccc1)c1ccccc1NC(=O)C1CC=CCC1C(=O)O (centres undefined)	-5	92	6	90	-6	-9	-2	-1.7	19
58	Cc1ccc(C(=O)OC(C)CN2CCOCC2)cc1 (centres undefined)	2	95	2	95	-2	0	-4	-2.5	21
59	COc1cccc(NC(=O)Nc2cccs2)c1	-5	100	0	90	2	-11	31	4.0	9
60	O=C(Cc1ccccc1)NN1C(=O)/C(=C/c2ccccc2C(=O)O)SC1=S	-3	96	-4	99	-3	-4	4	0.0	-29
61	CCOC(=O)C1=C(Nc2ccccc2)CC(C)(O)C(C(=O)OCC)C1c1ccc(Br)cc1 (centres undefined)	-9	101	-58	99	-1	-26	-4	6.7	3

Compound profiles, as listed above. Order of screens: GalR3 antagonist, MEKK2wt PB1 HTS, CRFBP-R2 block, MEKK3 PB1 HTS, MEKK2 mut-MEK5, DNA FID counter, HCV NS3 hel inh, CRFBP-R2 agonist, UBC9 SUMO inh
Listed for COc1cc(CN2CCN(c3ncccn3)CC2)cc(OC)c1 : -6, 99, 5, 97, 1, -7, 11, -0.3, 5
Listed for Cc1ccc(NC(=O)c2cc(=O)c3ccccc3o2)cc1 : -4, 99, -21, 101, 2, -4, 8, 2.9, 20
Listed for CC1=CC(C)(C)N(C(=O)CCl)c2cc(C)ccc21 : -5, 92, -16, 96, 0, 34, -3, 0.3, 8

Assay outcomes as filed in PubChem.
